# Screening data from PubChem.
# HEK293 NFkB inh – inhibitors of the PMA/ionomycin-induced NF-kB reporter in HEK293 cells. AID 465. inhibition, % at 3 µM. 62,000 compounds, 0.21% hits. HEK-293 NF-kB luciferase reporter, luminescence;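 active means inhibition above the mean of all tested compounds plus 3 SD, cut at about 40% in these data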;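 further: 0% = stimulated DMSO wells and 100% = 10 µM reference inhibitor 5653914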
#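 Material: HEK-293 cells with stable firefly luciferase reporter driven by four HIV NF-kB elements / Also added: PMA plus ionomycin mix as NF-kB-activating stimulus / Compound dosing: 3 µM once, 0.30% DMSO / Times: 1 h pretreatment, 16 h stimulation, 37 °C / Signal: luminescence / Evaluation: per-plate % inhibition versus controls / Benchmarks: DMSO and 10 µM reference inhibitor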
# S1P1 ag pot – activates or potentiates agonism at human S1P1 receptor; S1P1 CRE-bla cells, forskolin, beta-lactamase FRET, potentiator mode; S1P1 agonist co-added at EC20, 2 nM; 100% = saturating reference agonist, 0% = basal; activation, % at 9.5 µM; 56,000 compounds, 0.57% hits; AID 449;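 active means activation above a cutoff set at the mean activation of all tested compounds plus 3 SD, cut at about 54% in these data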;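 further: forskolin at 4 µM as EC80 and the EC20 agonist is SEW2871; 100% = SEW2871 at its EC100 plus forskolin at EC80; some compounds past the cut are filed as inactive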
# HER2 expr 66K – Her2 kinase expression inhibition. 65,000 compounds, 0.69% hits. AID 645. HER2 level % of control, % at 10 µM. SKBR-3 HER2 protein level, AlphaScreen, 18-24 h; active compounds read low. P04626;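 active means HER2 level under 5% of the carrier-only control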;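 further: 100% = DMSO carrier and 0% = 500 nM PU-H71 HSP90 inhibitor; lower value means stronger loss of Her2 protein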
# HTR1E antagonist – antagonists of human 5-HT1E serotonin receptor | P28566 | CHO 5-HT1E Ga15 NFAT-bla reporter, FRET, antagonist | inhibition, % at 6 µM | 65,000 compounds, 0.99% hits | AID 571;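 active means inhibition above a set limit, the mean inhibition across every tested compound plus 3 SD, cut at about 29% in these data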;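 further: signal is the 460 over 535 nm emission ratio of beta-lactamase substrate; 0% = agonist plus DMSO wells and 100% = wells without agonist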
# Target sequence (P28566 whole entry, looked up): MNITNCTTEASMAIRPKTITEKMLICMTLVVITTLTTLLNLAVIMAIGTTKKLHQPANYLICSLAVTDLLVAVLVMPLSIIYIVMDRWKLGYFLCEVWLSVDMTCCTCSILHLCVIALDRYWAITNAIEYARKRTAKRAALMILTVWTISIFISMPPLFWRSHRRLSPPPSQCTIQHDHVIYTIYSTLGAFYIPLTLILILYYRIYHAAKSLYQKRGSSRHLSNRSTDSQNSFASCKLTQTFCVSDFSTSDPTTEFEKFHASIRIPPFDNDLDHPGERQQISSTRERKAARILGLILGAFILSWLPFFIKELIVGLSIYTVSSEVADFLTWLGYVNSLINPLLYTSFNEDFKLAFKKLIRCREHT
# HTR1E agonist – 5-HT1E (human) receptor agonism; CHO 5-HT1E Ga15 NFAT-bla reporter, FRET; 0% DMSO wells, 100% control agonist wells; activation, % at 6 µM; 65,000 compounds, 0.69% hits;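 active means activation above a set limit, the screen-wide mean activation plus 3 SD, cut at about 8.5% in these data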;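 further: 100% = positive control agonist at 1 µM giving full maximal response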
# Jurkat tox 60K – cytotoxicity toward Jurkat cells. Jurkat E6.1 viability, ATP luminescence, 48 h. 56,000 compounds, 1.2% hits. AID 463. inhibition, % at 4 µM;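 active means inhibition above the mean inhibition of all tested compounds plus 3 SD, cut at about 28% in these data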
# M1 ag – M1 muscarinic receptor agonism; B-score at 10 µM; AID 626; CHO-M1 cells, Fluo-4 calcium fluorescence, agonist mode; active compounds read high; 64,000 compounds, 3% hits;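 active means fluorescence rise, raw or as B-score row- and column-corrected plate score, outside the 99.7% band of its plate's samples, either direction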
# S1P3 ag – agonists of human S1P3 receptor; S1P3 NFAT-BLA reporter cells, agonism, FRET ratio; relative to 1 µM S1P, basal subtracted; 60,000 compounds, 0.1% hits; Q99500; activation, % at 4.5 µM;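 active means activation above the screen-wide mean plus 3 SD, cut at about 4.5% in these data, passing the limit was not always enough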; further: some compounds called inactive have numbers as strong as hits
#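 Assay system: CHO cells stably expressing human S1P3, Gα16 and NFAT-β-lactamase reporter. Timing: overnight plating, 4 h compound 37 °C, 2 h substrate RT. Signal: β-lactamase FRET emission ratio 460/535 nm. Measure: percent activation versus median 1 µM S1P response, basal-subtracted, per plate. Repeats: primary screen single test, confirmation screen in triplicate.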
# M1 antagonist – blocks the rat M1 muscarinic receptor response to acetylcholine | P08482 | CHO-M1 cells, Fluo-4 calcium, ACh EC80 antagonist mode; active compounds read low | B-score at 10 µM | 64,000 compounds, 3.4% hits | AID 628;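 active means calcium fluorescence response, raw or row-and-column corrected B-score, differing from the plate sample mean either way at a set confidence level, mostly lower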
# Target sequence (P08482 whole entry, looked up): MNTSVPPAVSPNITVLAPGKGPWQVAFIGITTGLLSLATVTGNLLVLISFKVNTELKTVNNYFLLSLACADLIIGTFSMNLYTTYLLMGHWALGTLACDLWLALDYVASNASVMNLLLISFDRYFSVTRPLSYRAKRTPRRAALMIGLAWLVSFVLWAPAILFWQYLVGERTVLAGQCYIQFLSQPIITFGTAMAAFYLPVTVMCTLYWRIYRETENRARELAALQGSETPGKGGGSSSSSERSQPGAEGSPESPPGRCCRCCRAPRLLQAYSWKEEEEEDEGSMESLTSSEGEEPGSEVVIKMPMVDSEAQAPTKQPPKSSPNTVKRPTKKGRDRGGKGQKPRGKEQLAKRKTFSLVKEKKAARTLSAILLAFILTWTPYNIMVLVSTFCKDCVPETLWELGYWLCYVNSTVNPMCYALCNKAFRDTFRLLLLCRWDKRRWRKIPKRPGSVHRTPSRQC
# An asterisk follows results filed as active; · = not tested or not shown.
SMILES,HEK293 NFkB inh,S1P1 ag pot,HER2 expr 66K,HTR1E antagonist,HTR1E agonist,Jurkat tox 60K,M1 ag,S1P3 ag,M1 antagonist
CC(C)CNC(=O)c1c(N)n(/N=C/c2ccccn2)c2nc3ccccc3nc12,·,5.0,50.3,-13.8,0.0,·,-0.108,-3.2,-0.313
COCCCNC(=O)C(Cc1ccccc1)NS(=O)(=O)c1ccc2c(c1)c(=O)n(C)c(=O)n2C (centres undefined),-2.0,-5.4,80.7,1.1,-0.7,1.5,0.443,-0.6,0.325
O=C(C1CC1)N1CCc2cc(Br)cc(S(=O)(=O)NC3CCCCC3)c21,24.6,·,·,5.5,-0.5,·,0.00947,·,-0.256
CSCCC(NC(N)=O)C(=O)NCc1ccccc1Cl (centres undefined),10.6,4.1,90.2,11.2,-0.2,3.1,1.07,0.5,0.366
O=C1c2ccccc2C(=O)N1c1ccccc1S(=O)C(F)(F)F (centres undefined),10.8,-11.7,90.1,2.3,0.0,2.9,0.981,-0.5,-0.249
CC(C)OC(=O)CSc1nnc(-c2ccc(Cl)cc2Cl)n1N,15.7,-7.8,101.0,-2.2,1.1,-0.1,-0.585,-0.6,0.97
CCOc1ccc(CNC(=O)C2CCCN(S(C)(=O)=O)C2)cc1OC (centres undefined),9.7,-23.0,110.7,-10.5,0.3,-1.3,-0.0182,0.5,0.867
Cc1ccc(-n2ncc(-c3nnc(SCC(=O)NC4CCCC4)o3)c2N)cc1C,15.4,3.2,78.3,6.6,-0.7,18.7,-1.19,-0.3,0.53
Cc1[nH]c(=O)[nH]c(=O)c1NC(=O)CSc1ncccc1-c1nc2ccccc2[nH]1,7.0,-7.9,114.4,-2.4,-0.8,0.6,-0.226,0.6,0.00791
CC(=O)Nc1cccc(NC(=O)CSc2ncc(-c3ccc(Cl)cc3)n2Cc2ccco2)c1,22.7,-9.5,92.2,4.7,-0.8,5.1,1.51,-0.2,-1.38
CCOc1ccc(N=CC2=C(O)CC(C)(C)CC2=O)cc1,13.0,23.4,115.5,6.7,0.4,-1.0,-0.216,-1.0,0.134
COc1ccc(CN2C(=O)CN=C2Nc2cccc(C)c2C)cc1,13.0,-19.9,114.3,18.2,4.5,-2.3,-0.0287,1.0,-0.559
O=C(NCCN1CCOCC1)Nc1ccc(Cl)cc1,20.1,-4.3,107.4,-3.9,-0.1,4.4,0.0306,-0.4,0.484
COc1cccc(C2C=C(c3cccs3)Nc3ncnn32)c1OC (centres undefined),15.8,9.2,76.0,29.9*,-0.5,-17.6,8.09*,-0.8,-0.14
COC(=O)c1nnn(CC(=O)Nc2cccc(Cl)c2C)c1C(=O)OC,10.6,·,71.8,-2.6,-0.4,·,-0.694,·,-0.654
CCOc1ccc(NC(=O)Nc2ccc3nccnc3c2)cc1,4.7,18.7,89.3,11.9,-0.7,2.3,9.64*,-1.3,-0.848
Cc1ccc(Nc2cc(=O)n(C3CCCCC3)c(=O)[nH]2)cc1C,0.1,-3.8,63.5,-5.1,0.3,1.5,-0.879,0.5,0.455
CCOC(=O)COc1ccc(S(=O)(=O)Nc2ccc3c(c2)OCCO3)cc1,-4.0,13.2,39.9,18.4,-0.8,2.2,-0.126,-1.4,0
Nc1ccc(S(=O)(=O)N2CCCC2)cc1,13.5,14.3,84.2,2.3,0.3,-3.9,-0.21,-1.1,-0.116
CCN1CCN(S(=O)(=O)c2ccc(OC)c(Br)c2)CC1,21.2,-12.0,78.5,9.6,0.0,-1.8,0,-0.4,-0.0811
Cc1nnc(SCc2ccccc2)n1N,12.7,4.6,65.7,4.9,-0.1,-0.4,-0.0169,-1.0,0.0329
Cc1oc(-c2cccc(Cl)c2)nc1CN1CCC(C(=O)NCc2cccnc2)CC1,21.6,4.0,101.5,6.9,0.1,15.4,-0.0318,-1.1,-1.11
CCOC(=O)CN(C(=O)CSc1nnc(CNc2ccc(C)cc2C)n1CC)c1ccccc1,8.2,16.4,104.7,-2.5,0.4,3.2,0.173,-0.3,-0.49
COCCCn1c(SCC(=O)Nc2ccc(C(=O)OC)cc2)nc2ccccc2c1=O,6.4,-6.8,93.7,6.4,1.9,4.8,1.95,-0.7,-0.19
CN(C(=O)C12CC3CC(CC(C3)C1)C2)C1(C)CCS(=O)(=O)C1 (centres undefined),0.4,-26.6,89.8,-2.2,0.3,-7.2,0.481,0.4,-1.92
CCOC(=O)COn1c(=O)c[n+]([O-])c2ccccc21,9.8,·,90.5,7.8,-0.6,2.8,-0.246,-0.2,0.472
CC(C)c1ccc(NC(=O)CSc2nc3c(c(=O)[nH]2)CCC3)cc1,23.6,5.0,115.1,5.1,0.8,8.2,-0.283,-0.9,0.0356
COc1ccc(Br)cc1C1CC(=O)N2CN(C)CSC2=C1C#N (centres undefined),-13.0,-5.1,140.7,16.4,-1.9,-6.4,0.814,-0.4,1.39
COCCCn1c(C)nc2c(c1=O)c1nc3ccccc3nc1n2CCc1ccccc1,·,-10.8,85.7,-13.1,0.5,·,2.14,-0.6,-0.0324
COCCNC(=O)C(C)Oc1ccc(Cl)cc1Cl (centres undefined),11.2,·,97.4,4.9,0.3,·,0.151,·,-0.00907
Cn1c(SCCS(=O)(=O)c2ccc(Cl)cc2)nnc1-c1ccccc1,13.0,-6.0,99.7,3.9,-0.4,9.4,0.101,-0.9,0.0746
CCc1nc(-c2ccc(-c3ccc(OC)cc3)nc2OC)no1,-5.1,·,35.2,-2.0,0.5,·,-0.712,·,-0.165
COC(=O)c1[nH]c2ccc(C)cc2c1NS(=O)(=O)c1ccc(F)c(C)c1,15.1,12.8,93.3,2.7,-0.1,1.3,-1.09,-0.3,-0.0962
Cn1c(C(=O)O)c(CC(=O)Nc2ccc(F)cc2F)c2ccccc21,36.0,6.6,105.9,6.0,0.0,-3.7,-0.625,-0.5,-0.158
O=S(=O)(Cc1ccccc1)N1CCn2c(nc3ccccc32)C1,5.8,-23.1,75.3,-8.1,0.5,-3.9,1.26,-1.2,1.15
CCOc1ccc(N2C(=O)CSC2c2ccncc2)cc1 (centres undefined),16.9,11.9,87.3,17.3,-0.6,-7.3,0.992,0.4,-0.114
CCC(NC(=O)Nc1cc(OC)c(OC)c(OC)c1)(C(F)(F)F)C(F)(F)F,·,-15.3,88.5,6.3,-0.5,·,0.0157,-2.8,2.41*
CCOc1ccc(CN(C(=O)c2ccco2)C2CCS(=O)(=O)C2)cc1 (centres undefined),13.5,0.7,259.6,-1.5,0.2,8.4,0.328,-0.5,-0.155
c1ccc(CC2CCN(c3nc4ccccc4n4nnnc34)CC2)cc1,14.3,-12.2,80.9,-3.4,0.5,-8.2,-1.58,-0.1,0.0174
Cc1cc(NC(=O)c2ccc(NC(=O)c3cccs3)cc2)no1,-6.5,·,120.8,1.5,0.3,4.2,2.77,-0.4,-0.708
C1=CC2CC1CC2CN1CCN(c2ccccc2)CC1 (centres undefined),10.6,·,109.4,3.0,1.1,6.3,6.44*,-0.8,-1.45
Cc1[nH]c2ccc(-c3nnc(SCC(=O)NCc4ccco4)n3Cc3ccccc3)cc2c1C,17.7,·,73.3,-9.2,1.0,·,2.98,·,0.831
CC(C)c1cc(C(=O)NCc2ccco2)no1,5.2,7.7,97.9,-13.6,0.1,-3.3,-0.115,0.3,-0.0606
COc1ccc(NC(=O)c2ccccc2NC(=O)C2CCCO2)cc1 (centres undefined),-8.8,1.6,118.9,-9.3,0.1,-3.8,0.492,-0.9,0.975
O=C(NC12CC3CC(CC(C3)C1)C2)N1CCC(O)(c2ccc3c(c2)OCO3)CC1,8.8,6.2,102.3,-5.1,2.9,-1.9,-0.413,0.1,-0.205

# Only HEK293 NFkB inh, for 2 of the compounds above:
SMILES | HEK293 NFkB inh
CCc1nc(-c2ccc(-c3ccc(OC)cc3)nc2OC)no1 | -5.1
COC(=O)c1[nH]c2ccc(C)cc2c1NS(=O)(=O)c1ccc(F)c(C)c1 | 15.1

# Returning to the listing, repeating the 3 entries before the break.
SMILES,HEK293 NFkB inh,S1P1 ag pot,HER2 expr 66K,HTR1E antagonist,HTR1E agonist,Jurkat tox 60K,M1 ag,S1P3 ag,M1 antagonist
CC(C)c1cc(C(=O)NCc2ccco2)no1,5.2,7.7,97.9,-13.6,0.1,-3.3,-0.115,0.3,-0.0606
COc1ccc(NC(=O)c2ccccc2NC(=O)C2CCCO2)cc1 (centres undefined),-8.8,1.6,118.9,-9.3,0.1,-3.8,0.492,-0.9,0.975
O=C(NC12CC3CC(CC(C3)C1)C2)N1CCC(O)(c2ccc3c(c2)OCO3)CC1,8.8,6.2,102.3,-5.1,2.9,-1.9,-0.413,0.1,-0.205
O=C(NC1CCCCC1)N1CCc2[nH]c3ccccc3c2C1,-1.0,5.9,90.3,-1.1,-0.1,-5.4,-0.853,0.5,-0.282
Clc1ccc(-c2nn3c(-c4ccccc4)nnc3s2)cc1,18.2,-27.6,100.8,-9.5,-0.9,-7.1,0.888,-0.4,-0.287
COC(=O)c1[nH]c2ccc(C)cc2c1NC(=O)CCN1CCN(Cc2ccc3c(c2)OCO3)CC1,0.2,-0.5,101.2,-4.3,-0.4,-0.4,-0.0243,-1.1,-20.2*
O=C(NCc1cccnc1)c1cc(S(=O)(=O)N2CCCCC2)ccc1Cl,15.9,0.5,96.9,-4.3,0.4,8.6,-0.571,-1.1,-0.245
CCCCC(CC)CNC(=O)CCS(=O)(=O)c1cccc2nonc12 (centres undefined),7.2,·,76.5,-2.9,0.4,·,0.337,·,0
O=C1CC(c2ccccc2)n2nc(NS(=O)(=O)c3ccccc3)nc2N1 (centres undefined),·,11.7,74.3,-12.7,-0.2,·,-0.182,-3.5,0.0223
O=C(c1ccc2nccnc2c1)N1CCN(Cc2ccc3c(c2)OCO3)CC1,0.2,-0.8,101.0,1.7,-0.9,7.2,-0.0749,1.0,0.587
Cc1ccc(NC(=O)COC(=O)CCc2c[nH]c(=O)[nH]2)cc1,-2.9,-19.3,69.0,-5.1,0.5,-4.9,7.3*,-0.2,-0.0333
O=C(CN1C(=O)CCS(=O)(=O)c2ccccc21)NCc1ccc(F)cc1,12.2,3.5,88.9,-2.4,-1.4,4.2,-0.0823,-1.3,1.43
CCCc1ccc(OCC(O)CN2CCN(c3ccccc3)CC2)cc1 (centres undefined),7.2,·,87.0,-4.8,0.9,·,-0.44,·,-0.153
CCC1=C/C(=C\c2ccc3c(c2)OCO3)C(=O)S1,21.2,35.2,95.9,-0.8,0.3,-4.0,·,-1.2,·
